Bioassay records from PubChem BioAssay.
EPAC2 antag: antagonists of human EPAC2; Q8WZA2; EPAC2 GEF exchange of Rap1B-BODIPY-GDP, fluorescence; Potency, µM (doses to about 114 µM), for inactives: at the highest dose activity, negative = inhibition, actives largely listed as inhibitors; 0.18% of 360,000 active; AID 720708; also: potency is read from the fitted curve at half-maximal effect; % is scaled to controls: 0 for no effect and ±100 for the full control effect; nearly all actives have a fitted effect of over 45% in size; many of its hits are not listed in these tables
Target sequence (Q8WZA2 whole entry, looked up): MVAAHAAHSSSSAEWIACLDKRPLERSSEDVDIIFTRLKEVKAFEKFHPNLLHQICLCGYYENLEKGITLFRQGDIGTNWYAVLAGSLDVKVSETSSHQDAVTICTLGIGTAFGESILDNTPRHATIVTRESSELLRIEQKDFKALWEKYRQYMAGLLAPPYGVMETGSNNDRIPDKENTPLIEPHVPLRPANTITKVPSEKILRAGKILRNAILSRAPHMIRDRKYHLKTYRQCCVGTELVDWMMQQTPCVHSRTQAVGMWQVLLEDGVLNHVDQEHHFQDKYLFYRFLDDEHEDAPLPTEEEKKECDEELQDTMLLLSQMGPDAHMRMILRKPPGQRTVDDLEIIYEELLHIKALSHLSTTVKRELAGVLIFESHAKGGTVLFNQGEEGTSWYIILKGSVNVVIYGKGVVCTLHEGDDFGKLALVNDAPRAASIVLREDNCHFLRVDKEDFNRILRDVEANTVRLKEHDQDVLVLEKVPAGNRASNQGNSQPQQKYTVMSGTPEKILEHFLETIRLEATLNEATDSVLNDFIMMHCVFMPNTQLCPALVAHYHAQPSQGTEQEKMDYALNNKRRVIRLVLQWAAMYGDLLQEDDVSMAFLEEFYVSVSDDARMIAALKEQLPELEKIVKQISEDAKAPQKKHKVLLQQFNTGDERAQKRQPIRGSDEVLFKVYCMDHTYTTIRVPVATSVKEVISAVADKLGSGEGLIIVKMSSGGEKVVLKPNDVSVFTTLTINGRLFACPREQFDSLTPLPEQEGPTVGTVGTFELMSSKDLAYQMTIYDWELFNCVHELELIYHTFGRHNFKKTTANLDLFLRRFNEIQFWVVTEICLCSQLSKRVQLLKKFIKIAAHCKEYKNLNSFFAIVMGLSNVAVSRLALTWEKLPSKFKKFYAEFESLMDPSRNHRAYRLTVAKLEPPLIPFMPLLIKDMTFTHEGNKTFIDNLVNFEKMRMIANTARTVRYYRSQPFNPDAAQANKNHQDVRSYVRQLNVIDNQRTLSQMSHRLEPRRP
TGFb inhibitor: TGF-b pathway inhibition. 1.2% of 410,000 active. HepG2 CAGA-GFP TGF-b/SMAD3 reporter, GFP fluorescence, 18 h; TGF-beta stimulated, 500 pg/mL final. Potency, µM (doses to about 46.1 µM), for the others: at the highest dose activity, negative = inhibition, actives largely listed as inhibitors; also: potency is read from the fitted curve at half-maximal effect; % is scaled to controls: 0 for no effect and ±100 for the full control effect; nearly all actives have a fitted effect of over 65% in size
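Smad-responsive CAGA-GFP expression was quantified in HEPG2 cells exposed to compounds and 500 pg/mL final TGF-beta for 18 h at 37 degrees C; unstimulated wells defined full inhibition.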
Akt phos inh: Akt phosphorylation inhibition. Neuro2A IGF-stimulated pAkt S473 HTRF, 20 min; active compounds read low. activity change, % for hits at 50 µM. 0.32% of 360,000 active; in the data active = activity change below about -80%; inconclusive = mostly about -51% to -80%; also: % is scaled to controls: 0 for no effect and ±100 for the full control effect
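Single-point screen (50 µM final compound) in Neuro2A cells stimulated 20 min with 6 nM IGF at 37 deg C. After lysis, Ser473-phosphorylated Akt read by HTRF (ex 330 nm, em 615/665 nm) as the 665/615 ratio.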
EPAC2 ag: EPAC2 (human) agonism; 0.079% of 360,000 active; EPAC2 activation, biochemical qHTS; response scale: 100% = 6.5 mM cAMP response; Potency, µM (titrated, usually from 154 µM), inactives show at the highest dose activation, actives largely listed as activators; Q8WZA2; also: potency is read from the fitted curve at half-maximal effect; nearly all actives have a fitted effect of over 50% in size
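Fluorescence exchange assay: 100 nM EPAC2 with 250 nM RAP1B-BODIPY-GDP and 50 uM GDP; compounds tested as a concentration-titration series (qHTS). Loss of Rap1-bound BODIPY-GDP fluorescence read at 480/540 nm; data normalized to 6.5 mM cAMP.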
A549 viability: counter-screen for Nrf2 inhibitors: cytotoxicity in A549 cells; A549 ARE-Fluc cells, CellTiter-Fluor viability, 18-24 h; Potency, µM (top dose mostly 46 µM), inactives show top-dose activity change, negative = cytotoxicity, hits mostly inhibitors; 0.16% of 390,000 active; AID 504648; also: potency is read from the fitted curve at half-maximal effect; % is scaled to controls: 0 for no effect and ±100 for the full control effect
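A549 ARE_Fluc cells in 5% FBS OPTI-MEM were exposed to compounds in concentration-response for 18-24 h at 37 deg C. Viability was read by CellTiter-Fluor fluorescence (Ex 405/Em 525) after 30 min, before the luciferase read.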
CCT chaperon mod: modulators of cytosolic chaperonin (CCT/TRiC) activity | 0.3% of 360,000 active | AID 651819 | purified chaperonin ATPase assay, HTRF ADP detection, 30 min | activity change, % (test concentration not listed), hits read low; in the data active = activity change below about -30%; also: % is scaled to controls: 0 for no effect and ±100 for the full control effect
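Nucleotide hydrolysis assay: TRiC at 20–40 nM final (set by batch activity) with 10 uM ATP, 30 min at 37 °C, in presence of 76 uM compound. Detection by competitive ADP HTRF, 30 min ambient.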
Nrf2 block: blocks Nrf2 signaling; A549 ARE-Fluc reporter, luciferase luminescence, 18-24 h; Potency, µM (top dose mostly 46 µM), without a hit: at the top dose activity change, negative = inhibition, most hits filed as inhibitors; 2.1% of 360,000 active; also: potency is read from the fitted curve at half-maximal effect; % is scaled to controls: 0 for no effect and ±100 for the full control effect; nearly all actives have a fitted effect of over 60% in size
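Quantitative HTS in A549 cells stably bearing an antioxidant response element-firefly luciferase construct. Inhibition of Nrf2-driven transcription was scored by luminescence after 18-24 h of compound exposure at 37 °C.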
Mm-Cpn inhibitor: M. maripaludis TRiC chaperonin inhibition; AID 504842; Potency, µM (highest dose often 76.9 µM), for inactives: at the highest dose activity, negative = inhibition, usual class: inhibitors; 0.031% of 330,000 active; purified Mm-Cpn ATPase, ADP Transcreener TR-FRET; also: potency is read from the fitted curve at half-maximal effect; % is scaled to controls: 0 for no effect and ±100 for the full control effect; nearly all actives have a fitted effect of over 80% in size
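ATPase read-out: TR-FRET ADP immunoassay (anti-ADP Eu cryptate vs ADP-d2), ex 320 nm, em 590/665 nm; signal drops as ADP forms. Enzyme 25 nM, ATP 10 uM, 30 min at 37°C after 10 min compound preincubation.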
Nrf2 ARE act: activators of Nrf2 (ARE) signaling; 0.31% of 410,000 active; AREc32 ARE-luciferase reporter (MCF7-derived line), luminescence, 24 h; Potency, µM (titrated, usually from 46.1 µM), inactives show at the top dose activation, actives largely listed as activators; also: potency is read from the fitted curve at half-maximal effect; % of control where 0% means no effect; nearly all actives have a fitted effect of over 65% in size
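AREc32 cells carrying an ARE-driven firefly luciferase reporter were seeded at 1000 cells/well in OPTI-MEM with 5% FBS, then exposed to compound for 24 hr at 37 deg C. Luminescence was read with Steady-Glo after 30 min at RT.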
* marks the source's active call; other numbers are inactive results; i = inactive; ? = inconclusive; . = not tested or not shown; [ ] = remark or other dose. Unless noted, calls follow the shape of the dose curve; as a rule, active = well fitted curve in the direction sought with a large enough effect; inconclusive = small, poorly fitted or top-dose-only effect, or another doubt; inactive = no such curve, though single readings can be large; an effect the other way counts as inactive or inconclusive. A portion of the library. The share of hits here may be higher or lower than overall.

1) Cc1cccc2nc(-c3ccco3)c(Nc3ccccc3)n12
2) CCN1CCSc2ccc(C(=O)NCc3ccccc3C)cc21
3) N#CC(C#N)=C/C(C#N)=C(/N)N1CCN(c2ccc(Cl)cc2)CC1
4) O=C(N/C(=C\c1ccccc1)C(=O)N1CCN(CCO)CC1)c1ccccc1
5) CCc1nc2c(OCc3ccc(Cl)cc3Cl)cccn2c1N(C)C(=O)c1ccccc1F
6) CC(C)(C)c1cc(C(F)(F)F)n2ncc(-c3ccccc3)c2n1
7) O=C(NCc1cccc(Cl)c1)c1ccc(-c2csnn2)cc1
8) CCOc1ccccc1C(=O)N(C)Cc1cc2ccccc2[nH]c1=O
9) O=C(Nc1csc(Cc2c(Cl)cccc2Cl)n1)NN1CCOCC1
10) CCn1c(=O)sc2cc(NS(=O)(=O)c3ccc(C)cc3)ccc21

Assay by compound | 1 | 2 | 3 | 4 | 5 | 6 | 7 | 8 | 9 | 10
EPAC2 antag | ? | -6% | 1% | 8% | -4% | ? | ? | 9% | ? | .
Akt phos inh | i | i | i | i | i | i | i | i | i | .
CCT chaperon mod | -0.5 | -2.4 | -4.4 | -2.2 | 1.5 | 1.5 | 0.7 | 0.6 | 0.2 | .
TGFb inhibitor | -15% | 1% | -2% | 3% | ? | -2% | -1% | 0% | -11% | -6%
Nrf2 ARE act | 0.1% | 0.4% | 0.4% | 0.0% | -1.2% | 0.1% | 7.4% | 0.3% | -0.6% | 9.2%
EPAC2 ag | 2% | 10% | -1% | 1% | 6% | 3% | 1% | 7% | 1% | .
Nrf2 block | ? | -8% | . | -7% | . | ? | -19% | -3% | -27% | 18µM*
Mm-Cpn inhibitor | -4% | -9% | -11% | -2% | . | ? | -2% | 0% | 0% | .
A549 viability | 0% | 6% | 0% | -10% | . | 12% | 8% | -1% | 12% | 0%

11) Cc1nc(SCC(=O)N(C)C2CCS(=O)(=O)C2)c(C#N)c(C)c1C (stereo not given)
12) COc1ccc(NC2c3ncccc3C(=O)N2Cc2ccccc2)c(OC)c1 (stereo not given)
13) O=C(COC(=O)c1cc(-c2ccccc2)nc2ccccc12)NC1CC1
14) COC(=O)c1ccc(OC)c(CN2CCCN(Cc3ccc(C)cc3)S2(=O)=O)c1
15) Nc1cccc2c1C(=O)N(C(=O)/C=C/c1ccc(F)cc1)C2=O
16) O=C(OCCC12CC3CC(CC(C3)C1)C2)c1ccc(NCc2cc(O)ccc2O)cc1
17) CC(=O)NCCOc1ccc2oc3ccccc3c2c1
18) CCCn1c(CCCNC(=O)c2ccccc2OC)nc2ccccc21
19) Cc1cccc(CCNC(=O)c2cc3c(=O)n(C)c4ccccc4c3n2C)c1
20) CC(C)NC(=O)NC(=O)COC(=O)c1cccc(S(=O)(=O)N2CCCCC2)c1

Assay by compound | 11 | 12 | 13 | 14 | 15 | 16 | 17 | 18 | 19 | 20
EPAC2 antag | -4% | -4% | 4% | . | ? | -13% | 0% | . | . | -1%
Akt phos inh | i | i | i | . | i | i | i | . | . | i
CCT chaperon mod | 1.0 | -3.6 | 0.4 | . | 1.7 | -2.6 | -3.5 | . | . | -0.4
TGFb inhibitor | 5% | -12% | -2% | -10% | ? | ? | 1% | -6% | -17% | 3%
Nrf2 ARE act | -1.1% | 0.3% | 0.0% | -0.5% | ? | ? | 2.3% | -0.8% | 0.3% | 0.3%
EPAC2 ag | 8% | 3% | 5% | . | -2% | 4% | -9% | . | . | -14%
Nrf2 block | -5% | . | 8% | -25% | ? | ? | ? | -2%[9.27 µM] | 16% | -6%
Mm-Cpn inhibitor | -30% | -12% | -4% | . | -5% | . | . | . | . | 2%
A549 viability | 1% | 10% | 0% | 19% | 3% | ? | 1% | 2% | -5% | -3%

21) Cc1ccc(OCCC(=O)Nc2ccc(C)c(S(=O)(=O)N3CCOCC3)c2)cc1
22) Cc1ccc(F)c(S(=O)(=O)NC(=O)C2(C)CCN2C(=O)CCc2ccccc2)c1 (stereo not given)
23) O=C(COC(=O)[C@H](Cc1c[nH]c2ccccc12)NC(=O)c1ccc(Cl)cc1)Nc1ccc2c(c1)OCO2
24) O=C(c1cc2ccccc2oc1=O)N(Cc1cccs1)CC1CCCO1 (stereo not given)
25) Cc1nn(C)c(Oc2ccccc2)c1CCNC(=O)CC(C)C
26) COC(=O)CN1C(=O)C(O)=C(C(C)=O)C1c1ccc([N+](=O)[O-])cc1 (stereo not given)
27) O=C(NN=C1CCC(c2ccccc2)CC1)c1ccccc1-n1cccc1 (stereo not given)
28) COc1cc2c(cc1OC)CN(Cc1ccc(F)cc1)CC2
29) O=C1Nc2ccccc2N(O)N1c1ccc(S(=O)(=O)Nc2ccccn2)cc1
30) Cc1cc2cc(CNC(=O)C3CCCC3)ccc2n1C

Assay by compound | 21 | 22 | 23 | 24 | 25 | 26 | 27 | 28 | 29 | 30
EPAC2 antag | 1% | 4% | -30% | -17% | 13% | -9% | -2% | -9% | 0% | 4%
Akt phos inh | i | i | i | i | i | i | i | i | i | i
CCT chaperon mod | 1.7 | 0.1 | -0.9 | -0.5 | 0.9 | -0.2 | -1.5 | -14 | -1.2 | -1.4
TGFb inhibitor | -29% | 8% | -26% | -7% | 0% | -1% | ? | -10% | -2% | -10%
Nrf2 ARE act | 4.5% | 0.1%[9.22 µM] | 0.1% | 3.1% | 0.1% | -0.5% | -0.4% | 0.0% | -0.5% | -1.1%
EPAC2 ag | 5% | 9% | 1% | 2% | -8% | 5% | -9% | 0% | 12% | 14%
Nrf2 block | ? | . | 2% | -7% | -25% | 8% | 28% | -6% | -8% | 18%
Mm-Cpn inhibitor | -3% | . | -4% | -2% | 0% | 3% | 1% | -6% | 1% | -4%
A549 viability | -2% | . | -5% | 10% | 0% | 5% | 0% | -3% | 4% | -1%

31) CCCOCC1CC(CCc2nc(=S)[nH][nH]2)C(=O)O1 (stereo not given)
32) COc1cccc(COC(=O)c2cc(=O)[nH]c3ccc(S(=O)(=O)N4CCOCC4)cc23)c1OC
33) Cc1onc(-c2ccccc2)c1C(=O)NCC1COc2ccccc2O1 (stereo not given)
34) C[C@@H]1CN([C@@H](C)CO)C(=O)CCCn2nncc2CO[C@@H]1CN(C)S(=O)(=O)c1cn(C)cn1
35) COc1ccccc1CC(=O)Nc1sc2c(c1C(N)=O)CCCC2
36) CCOC(=O)C1(Cc2ccccc2C)CCCN(C(=O)c2ccccn2)C1 (stereo not given)
37) COc1ccc(CCn2c(O)cc3nn(-c4nc5ccccc5s4)c(=O)c-3c2C)cc1
38) COc1ccccc1N1CCN(c2ncc(C(=O)N3CCN(c4cccc(Cl)c4)CC3)c3ccccc23)CC1
39) Cc1cccc(NC(=S)N2CCN(C(=O)C3CCCO3)CC2)c1 (stereo not given)
40) Cc1ccc(/C=C2\SC(=S)N(/N=C/c3cc([N+](=O)[O-])ccc3O)C2=O)o1
41) CC(C)CC(=O)N1CCN(Cc2cccc(F)c2)CC1
42) Cc1ccc(NC(=O)CSc2nnc(NC(=O)C3CC3)s2)cc1
43) CCCOc1ccc(Cc2c(COCC)[nH]c(=S)[nH]c2=O)cc1

Assay by compound | 31 | 32 | 33 | 34 | 35 | 36 | 37 | 38 | 39 | 40 | 41 | 42 | 43
EPAC2 antag | 11% | -2% | -2% | 7% | -13% | -4% | 13% | 9% | 18% | 1% | -4% | 7% | -2%
Akt phos inh | i | i | i | i | i | i | i | i | i | i | i | i | i
CCT chaperon mod | -2.9 | 0.1 | -0.6 | -0.5 | -1.1 | 0.3 | -0.9 | 1.5 | -4.1 | -0.6 | -2.2 | 3.1 | -0.2
TGFb inhibitor | 4% | -16% | 6% | 0% | ? | -15% | 13% | 0% | -5% | -3% | 9% | -5% | -28%
Nrf2 ARE act | -0.7% | -0.5% | -0.6% | 0.3% | 6.3% | 1.7% | 1.9% | 0.2% | -0.3% | 2.0% | -1.2% | 2.4% | -1.0%
EPAC2 ag | -1% | 0% | -14% | 5% | 2% | 1% | -16% | 6% | 1% | 9% | 7% | 6% | 5%
Nrf2 block | 2% | -2% | . | . | -10% | ? | 20% | ? | 4% | 0% | 1% | -16% | -20%
Mm-Cpn inhibitor | 1% | 0% | -2% | . | -4% | 0% | 0% | 1% | 1% | 0% | -4% | -15% | -9%
A549 viability | 0% | 2% | -8% | . | 3% | -2% | -6% | -5% | -1% | -9% | 1% | 1% | -1%

Structures above containing an NH in an aromatic ring, in the order listed:
8) CCOc1ccccc1C(=O)N(C)Cc1cc2ccccc2[nH]c1=O
23) O=C(COC(=O)[C@H](Cc1c[nH]c2ccccc12)NC(=O)c1ccc(Cl)cc1)Nc1ccc2c(c1)OCO2
31) CCCOCC1CC(CCc2nc(=S)[nH][nH]2)C(=O)O1 (stereo not given)
32) COc1cccc(COC(=O)c2cc(=O)[nH]c3ccc(S(=O)(=O)N4CCOCC4)cc23)c1OC
43) CCCOc1ccc(Cc2c(COCC)[nH]c(=S)[nH]c2=O)cc1

Assay by compound | 8 | 23 | 31 | 32 | 43
EPAC2 antag | 9% | -30% | 11% | -2% | -2%
Akt phos inh | i | i | i | i | i
CCT chaperon mod | 0.6 | -0.9 | -2.9 | 0.1 | -0.2
TGFb inhibitor | 0% | -26% | 4% | -16% | -28%
Nrf2 ARE act | 0.3% | 0.1% | -0.7% | -0.5% | -1.0%
EPAC2 ag | 7% | 1% | -1% | 0% | 5%
Nrf2 block | -3% | 2% | 2% | -2% | -20%
Mm-Cpn inhibitor | 0% | -4% | 1% | 0% | -9%
A549 viability | -1% | -5% | 0% | 2% | -1%
